Assay outcomes deposited in PubChem BioAssay by National Center for Advancing Translational Sciences (NCATS).
EPAC2 agonist – qHTS for Agonist of cAMP-regulated guanine nucleotide exchange factor 4 (EPAC2): primary screen | EPAC2 activation, biochemical qHTS; response scale: 100% = 6.5 mM cAMP response | Potency, µM (top dose mostly 154 µM), without a hit: at the highest dose activation, usual class: activators | 360,000 compounds, 0.079% hits; note: potency is the fitted concentration of half-maximal effect; nearly all actives have a fitted effect of over 50% in size
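Readout is BODIPY fluorescence (480 nm excitation, 540 nm emission), which falls as labeled GDP is exchanged off Rap1B. EPAC2 at 100 nM acted on 250 nM RAP1B-BODIPY-GDP with 50 uM GDP present.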
IL2 activator – qHTS of IL-2 Activators; IL-2 activation reporter assay, cell-based qHTS; stimulated with anti-CD3/CD4/CD28 beads; in transgenic mouse T cells; activation, % (series mostly up to about 46 µM); 360,000 compounds, 0.065% hits; AID 652025, 2013; in the data active = activation above about 50%; inconclusive = mostly about 30% to 49%; note: 0% is about no effect
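Readout: EGFP and DsRed signals by fluorescent plate cytometry. Unstimulated transgenic mouse T cells received compound 60 min before antibody-bead stimulation, then incubated 18 h at 37 degrees C.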
PLK1 PBD block – qHTS for Inhibitors of PLK1-PDB (polo-like kinase 1 - polo-box domain): Primary Screen; Serine/threonine-protein kinase PLK1 (Homo sapiens), P53350; Plk1 PBD binding of FITC phosphopeptide, fluorescence polarization; 360,000 compounds, 2.8% hits; AID 720504, 2013; Potency, µM, inactives show max response, negative = inhibition, most hits filed as inhibitors; note: potency is the fitted concentration of half-maximal effect; series mostly up to about 57 µM; % is set by controls: 0 for no effect and ±100 for the full control effect; nearly all actives have a fitted effect of over 65% in size
Target sequence (P53350 whole entry, looked up, the tested form may be a part): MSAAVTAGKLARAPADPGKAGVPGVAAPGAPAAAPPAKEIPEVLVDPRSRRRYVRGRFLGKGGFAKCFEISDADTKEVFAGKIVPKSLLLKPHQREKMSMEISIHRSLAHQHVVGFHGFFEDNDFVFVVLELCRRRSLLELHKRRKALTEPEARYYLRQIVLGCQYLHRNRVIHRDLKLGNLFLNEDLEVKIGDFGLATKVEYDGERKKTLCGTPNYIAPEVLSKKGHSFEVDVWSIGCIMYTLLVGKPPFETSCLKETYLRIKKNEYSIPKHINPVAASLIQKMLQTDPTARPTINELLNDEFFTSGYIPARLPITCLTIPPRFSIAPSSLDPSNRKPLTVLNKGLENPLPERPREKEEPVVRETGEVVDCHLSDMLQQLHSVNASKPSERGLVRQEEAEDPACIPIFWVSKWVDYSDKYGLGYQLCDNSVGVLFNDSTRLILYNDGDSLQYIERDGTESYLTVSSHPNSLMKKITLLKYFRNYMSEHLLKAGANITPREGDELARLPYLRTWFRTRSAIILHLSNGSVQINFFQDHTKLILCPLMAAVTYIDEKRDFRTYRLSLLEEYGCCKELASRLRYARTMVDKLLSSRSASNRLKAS
CCT modulator – High-Throughput Screening for Modulators of Cytosolic Chaperonin Activity; activity change, % (test concentration not listed), hits read low; AID 651819, 2012; purified chaperonin ATPase assay, HTRF ADP detection, 30 min; 360,000 compounds, 0.3% hits; in the data active = activity change below about -30%; note: % is set by controls: 0 for no effect and ±100 for the full control effect
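TRiC (40 or 20 nM final, by batch activity) in 30 mM Tris pH 7.4, 100 mM KCl, 5 mM MgCl2, 1 mM DTT was treated with compound at 76 uM single dose, then 10 uM ATP, 30 min at 37 °C. ADP was read by HTRF Transcreener.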
EPAC1 antag – qHTS for Antagonist of cAMP-regulated guanine nucleotide exchange factor 3 (EPAC1): primary screen; Potency, µM (highest dose often 115 µM), without a hit: at the highest dose activity change, negative = inhibition, most hits filed as inhibitors; EPAC1 GEF assay, Rap1b-BODIPY-GDP exchange fluorescence; 360,000 compounds, 0.14% hits;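 note: potency is the fitted concentration of half-maximal effect; plate controls were vehicle for no effect and positive control for full effect; nearly all actives have a fitted effect of over 50% in size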
PI5P4K alpha inh – qHTS for Inhibitors of phosphatidylinositol 5-phosphate 4-kinase (PI5P4K); AID 652105, 2013; Phosphatidylinositol 5-phosphate 4-kinase type-2 alpha (Homo sapiens), P48426; 330,000 compounds, 1.2% hits; PI5P4Kalpha enzyme, ADP-Glo luminescence, 60 min; active compounds read low; max response, %; active = max response of -50% or lower; inconclusive = between -30% and -50%; inactive = -30% or higher; note: value at the top dose of about 77 µM; % is set by controls: 0 for no effect and ±100 for the full control effect
Target sequence (P48426 whole entry, looked up): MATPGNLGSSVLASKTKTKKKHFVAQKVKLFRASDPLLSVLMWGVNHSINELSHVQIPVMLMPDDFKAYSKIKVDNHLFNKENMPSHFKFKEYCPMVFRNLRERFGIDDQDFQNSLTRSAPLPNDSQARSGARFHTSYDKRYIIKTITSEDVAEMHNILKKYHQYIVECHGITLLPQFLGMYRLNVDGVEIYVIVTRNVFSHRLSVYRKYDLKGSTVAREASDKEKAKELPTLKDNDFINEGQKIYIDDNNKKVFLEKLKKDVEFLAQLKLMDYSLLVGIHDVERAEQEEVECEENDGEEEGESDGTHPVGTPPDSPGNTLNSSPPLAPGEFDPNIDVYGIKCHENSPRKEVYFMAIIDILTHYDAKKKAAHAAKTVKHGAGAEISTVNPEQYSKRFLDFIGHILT
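PI5P4Kalpha ADP-Glo assay; 5 microM ATP final; 60 min RT reaction; HEPES pH 7.4/EGTA/CHAPS, 5% DMSO; controls lacking substrate or enzyme; luminescent end-point.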
WRN helicase inh – qHTS for Inhibitors of WRN Helicase; Bifunctional 3'-5' exonuclease/ATP-dependent helicase WRN (Homo sapiens), Q14191; WRN helicase unwinding, fluorescent forked duplex, kinetic; Potency, µM (top dose mostly 114 µM), inactives show top-dose activity change, negative = inhibition, most hits filed as inhibitors; 360,000 compounds, 0.46% hits; AID 651768, 2012; note: potency is the fitted concentration of half-maximal effect; % is set by controls: 0 for no effect and ±100 for the full control effect; nearly all actives have a fitted effect of over 55% in size
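Kinetic fluorescence helicase assay: unwinding of a quenched forked DNA duplex (100 nM final) with 2 mM ATP final raises red fluorescence (525/598 nm). Compounds sat 15 min at room temperature with 20 nM WRN beforehand.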
EPAC1 ag – qHTS for Agonist of cAMP-regulated guanine nucleotide exchange factor 3 (EPAC1): primary screen. Rap guanine nucleotide exchange factor 3 (Homo sapiens), O95398. EPAC1 agonist qHTS, biochemical assay; response scale: 100% = response to 6.5 mM cAMP. Potency, µM (series often up to 154 µM), without a hit: top-dose activation, hits mostly activators. 360,000 compounds, 0.073% hits; note: potency is the fitted concentration of half-maximal effect; nearly all actives have a fitted effect of over 60% in size
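Fluorescent GDP-exchange assay: 100 nM EPAC1 with 250 nM Rap1B preloaded with BODIPY-GDP and 50 uM GDP; compounds tested as concentration series, 5 min at room temperature, then read every 5 min for 30 min (ex 480/em 540 nm); normalized to 6.5 mM cAMP.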
Numbers without * were called inactive; ? = inconclusive; . = not tested or not shown; & = joins results of further samples; [ ] = dose if it differs, or a comment. Unless noted, calls come from the whole dose curve; as a rule, active = well fitted curve in the direction sought with a large enough effect; inconclusive = small, poorly fitted or top-dose-only effect, or another doubt; inactive = no such curve, though single readings can be large; an effect the other way counts as inactive or inconclusive.

SMILES	EPAC2 agonist	IL2 activator	PLK1 PBD block	CCT modulator	EPAC1 antag	PI5P4K alpha inh	WRN helicase inh	EPAC1 ag
CN1C=CC(=CC=C2C=CC(=O)C=C2)C=C1	1%	-5.3	17%	0.6	-7%	1	-10%	6%
O=C(O)c1cccc(NC2=C(Cl)C(=O)c3ccccc3C2=O)c1	10%	-1.0	17µM*	-2.6	-24%	-69*	-11%[11.6 µM]	1%
O=C(CCn1c(=O)oc2ccccc21)NCCCN1CCOCC1	4%	-0.3	2%	-0.3	11%	-3	9%	2%
COc1ccccc1NS(=O)(=O)c1cc(NC(=O)CCC2CCCC2)ccc1N1CCOCC1	7%	0.0	-8%	-0.5	-6%	2	-7%	8%
CCC(C)c1ccc(NC(=S)N2CCN(c3ccccn3)CC2)cc1 (centres undefined)	8%	-1.9	-4%	-1.8	-4%	8	-8%	4%
CCn1c(=O)c2c(nc(SCC(=O)N3CCC(C)CC3)n2C)n(C)c1=O	4%	-2.5	-2%	2.5	?	7	-16%	3%
O=C(CCC(=O)N1CCCC1)N1CCCC1	7%	-1.6	1%	-2.0	-14%	1	8%	-3%
Cc1cc(C)n(-c2c(C)[nH]c3ccccc23)n1	1%	4.3	-3%	-4.0	4%	-13	1%	-4%
O=C(NNC(=O)c1cccnc1SCc1cccc([N+](=O)[O-])c1)c1ccc(F)cc1	3%	-3.5	-17%	-3.2	0%	-3	10%	-14%
CCCSc1n[nH]c(NC(C)=O)n1	7%	2.0	-4%	-0.3	-2%	-1	-3%	-1%
C[C@H]1CCCCO[C@H](CN(C)CC2CCCCC2)[C@@H](C)CN([C@@H](C)CO)C(=O)c2cc(NS(=O)(=O)c3ccccc3)ccc2O1	-11%	-3.0	-11%	-2.6	-16%	-5	-3%	20%
O=C(Nc1ccc(Cl)cc1)C1CCC(=O)N1Cc1ccccc1Cl (centres undefined)	0%	-0.2	-4%	-3.5	-14%	-3	-10%	-4%
Cc1cccc(NNC(N)=S)c1	4%	-1.0	-15%	2.3	-3%	4	-11%	16%
Cn1c(NCCO)nc2c(c1=O)C1(CCCCC1)Cc1ccccc1-2	10%	-3.1	-14%	-1.4	-21%	20	-2%	-7%
CCOc1ccccc1N1CCN(S(=O)(=O)c2ccc(F)c(F)c2)CC1	21%	-0.5	-11%	-0.7	-1%	13	-3%	14%
Nc1c(N(CCC2=CCCCC2)C(=O)c2ccco2)c(=O)[nH]c(=O)n1Cc1ccccc1	-5%	-0.4	-3%	-4.4	-12%	2	-9%	4%
COc1ccc(-n2nnnc2SCC(=O)N2CCOCC2)cc1	10%	-0.5	-9%	-1.2	-10%	-4	0%	2%
O=C(C[C@@H]1C[C@@H]2c3cc(NS(=O)(=O)c4ccc(F)cc4)ccc3O[C@@H]2[C@H](CO)O1)NCc1ccc(Oc2ccccc2)cc1	-29%	-0.7	-1%	2.1	-12%	7	-14%	-10%
CCCCSc1nnc(NC(=O)CCc2ccccc2)s1	-6%	2.1	-10%	1.6	12%	3	11%	-2%
CCCC1S/C(=N/N=C/c2ccc(C)cc2)N(Cc2ccc(OC)cc2)C1=O (centres undefined)	8%	-1.8	-1%	-3.9	0%	5	-6%	-6%
CC(C)(C)c1ccc(S(=O)(=O)N(CCCN2CCOCC2)Cc2cccs2)cc1	23%&4%	-1.1&-1.1	-6%&1%	-1.0&-0.7	?	4&19	-21%	5%&13%
CN(C)S(=O)(=O)c1cccc(NC(=O)CSc2nncn2C)c1	-7%	-0.2	6%	0.7	-5%	1	0%	-5%
C=CCn1c(CC(=O)OC)csc1=Nc1ccc(C(C)=O)cc1	-13%	-1.5	-3%	0.2	3%	.	-16%	15%
COc1cccc(NC(=O)CN2C(=O)CSc3nc(C)cc(C)c32)c1	2%	1.1	2%	1.0	7%	-6	0%	-8%
O=C1OCCC1Sc1nc2ccccc2c(=O)n1Cc1ccc(F)cc1 (centres undefined)	6%	0.4	-8%	2.2	0%	-14	-11%	3%
CNC[C@H]1Oc2ccc(NC(=O)Cc3cn(C)c4ccccc34)cc2CC(=O)N([C@@H](C)CO)C[C@H]1C	0%	-0.2	-2%	-0.6	-24%	7	1%	-8%
Cc1nc2ncnn2c(C)c1Cc1ccc(Cl)cc1F	10%	2.3	-2%	-2.0	2%	1	-1%	9%
O=C(C[C@H]1C/C=C\C[C@@H](Cc2ccc(F)cc2)C(=O)O[C@H](c2ccccc2)CNC1=O)N[C@@H](CO)Cc1ccccc1	6%	-0.4	-2%	0.7	?	0	-15%	14%
COc1ccc(NS(=O)(=O)c2cccc(C(=O)NN=C(C)c3ccco3)c2)cc1	1%	1.4	-8%	1.9	?	-12	-6%	-12%
Cc1ccc(C(=O)NC(C)C2CCCO2)o1 (centres undefined)	13%	-0.7	-4%	-3.5	20%	-1	4%	14%
COc1ccc(NC(=O)Cn2cnc3sc(C)c(S(=O)(=O)N4CCOCC4)c3c2=O)cc1Cl	-2%	-1.8	1%	-0.5	-14%	-13	0%	-3%
O=C(c1n[nH]c2ccccc12)N1CCCCC1	8%	-0.1	-19%	-5.0	7%	-1	-4%	2%
c1ccc2[nH]c(SCc3cn4ccccc4n3)nc2c1	4%	-3.0	-19%	-0.7	-4%	1	-4%	-4%
Cc1cccn2c(=O)c(/C=C(\C#N)C(=O)NC3CCS(=O)(=O)C3)c(N3CC(C)OC(C)C3)nc12 (centres undefined)	3%	0.1	1%	-0.4	-18%	3	0%	-5%
CC(=O)N1N=C(c2ccc(C)cc2)OC1c1cccnc1 (centres undefined)	10%	0.8	3%	0.6	-2%	0	-4%	2%
Cc1cccc(NS(=O)(=O)c2cccc(C(=O)N3CCN(C/C=C/c4ccccc4)CC3)c2)c1	10%	-0.5	-4%	-2.7	-14%	4	-7%	3%
O=C(O)COc1ccccc1/C=N/NC(=O)/C(=C\c1ccc2c(c1)OCO2)NC(=O)c1ccccc1	-8%	0.4	-15%	-1.1	-3%	-9	-16%[11.6 µM]	12%
O=C(Nc1ccc(F)cc1)NC1(C(=O)NCc2cccs2)CCCCC1	8%	3.1	-8%	1.1	-4%	.	-5%	9%
CC1CCCC(C)N1C(=O)CSc1nc2ncnc(N)c2[nH]1 (centres undefined)	3%	-0.5	-7%	0.7	9%	.	-6%	-9%
CCN(CC)C(=O)c1[nH]cnc1C(=O)Nc1ccc(OC)cc1	0%	0.2	-2%	-6.5	10%	0	-2%	-17%
COCc1c(C(=O)N/N=C(/C)c2cccs2)nnn1-c1nonc1N	-1%	2.0	4%	1.5	-1%	-5	-3%	-10%
CC1(C(=O)NS(=O)(=O)C2CC2)CCCN(C(=O)c2ccc(C(F)(F)F)cc2)C1 (centres undefined)	6%	-0.1	-1%	2.2	-5%	0	-6%	1%
Cc1cccc(NC(=O)CSc2nnc(NC(=O)C3CCC3)s2)c1	2%	-5.7	-3%	-1.1	7%	6	-3%	5%
CN1CCc2c(sc(NC(=O)c3ccco3)c2C(N)=O)C1	3%	0.2	-8%	-0.6	17%	-13	-26%	3%
CCOC(=O)C1=C(C)NC(=S)N(C(C)=O)C1c1ccccc1 (centres undefined)	-1%	-0.3	-8%	-2.5	-3%	.	-18%	15%
CCCSc1nnc(Cc2cc(=O)[nH]c(=O)[nH]2)n1-c1cc(C)ccc1C	-17%	0.3	-15%	-2.0	9%	2	5%	2%
CCOc1ccc(N=c2scc(-c3ccc(OC)cc3)n2CCO)cc1	13%	-1.2	-7%	-3.2	-6%	.	-4%	-9%
Cc1cc(Cl)ccc1NC(=S)NCC(C)C	10%	0.1	-14%	-2.3	-4%	6	-18%	4%
O=C1NCCN1CCNS(=O)(=O)c1ccc(F)cc1	2%	1.0	?	-3.4	4%	4	-20%	8%
COc1cc(C(=O)COC(=O)Cc2cnc3sccn23)cc(OC)c1OC	-5%	-2.1	-3%	-1.3	0%	10	-3%	0%
COC(=O)c1c(C(=O)c2ccc(Br)cc2)n(C)c2ccccc12	7%	-1.8	-7%	-1.3	-19%	6	-3%	18%
CN(Cc1ccon1)C(=O)C1CCN(C2CCN(CCCc3ccccc3)CC2)CC1	6%	-1.7	0%	-1.5	14%	0	-34%	5%
c1ccc(-c2nnsc2-c2ncc[nH]2)cc1	14%	1.4	-21%	-0.8	-20%	-1	-7%	7%
Cc1cc(C)c(C#N)c(OCC(=O)Nc2ccccc2)n1	-6%	-4.0	-2%	-0.2	0%	-13	3%	0%
CCCCn1c(N)c(-c2nc3ccccc3o2)c2c([N+](=O)[O-])nn(C)c(=O)c21	-4%	0.3	-29%	-0.6	0%	-25	?	14%
Cc1onc(C(N)=O)c1C(=O)Nc1ncc(C(F)(F)F)cc1Cl	3%	-0.4	-9%	-3.3	2%	1	3%	16%
O=C(NC1CCCCCC1)C(=S)NCCc1ccccc1	3%	-0.6	11µM*	0.2	4%	1	-7%[57.1 µM]	3%
CN1C2C=C(N(CCc3c[nH]c4ccccc34)C(=O)c3ccc(Cl)cc3)CC1CC2 (centres undefined)	-5%	-1.7	-6%	-2.3	-16%	2	-1%	0%
CCN(CC)C(=O)c1ccc(COc2ccccc2Cl)cc1	13%	-2.5	-3%	-1.2	-17%	1	-6%	3%

Three entries out of the list above, arranged by the number in PLK1 PBD block, lowest first:
SMILES,PLK1 PBD block
CCCCSc1nnc(NC(=O)CCc2ccccc2)s1,-10%
COc1ccc(NS(=O)(=O)c2cccc(C(=O)NN=C(C)c3ccco3)c2)cc1,-8%
O=C(CCC(=O)N1CCCC1)N1CCCC1,1%

The list is partial; the hit share may differ from the screen's.
